# Screens: PubChem BioAssay, several laboratories
# Scp-1 inhibitor = Scp-1 phosphatase inhibitors, primary screen, biochemical, colorimetric, uHTS. Carboxy-terminal domain RNA polymerase II polypeptide A small phosphatase 1 (Homo …. Recombinant Scp1, phosphopeptide, malachite green phosphate absorbance. inhibition, % at 20 µM. 340,000 tested, 0.88% active;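 active = inhibition above about 50% at 20 µM, limit read from the data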;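 also: plate controls were DMSO wells with enzyme for no effect and wells lacking enzyme for full effect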
# Target sequence (Q9GZU7 76-261 limits assumed): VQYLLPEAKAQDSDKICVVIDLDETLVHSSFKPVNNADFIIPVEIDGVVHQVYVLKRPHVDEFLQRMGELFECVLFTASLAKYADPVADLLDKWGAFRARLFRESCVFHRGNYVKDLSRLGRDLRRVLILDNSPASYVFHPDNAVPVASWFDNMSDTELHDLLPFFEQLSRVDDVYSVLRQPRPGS
#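 Material: truncated SCP-1 phosphatase (76-261aa) / Buffer or medium: 50 mM Tris acetate pH 5.5, 0.005% Tween-20, 10 mM MgCl2 / Compound dosing: one concentration, 20 µM, with 1.0% DMSO / Incubation: 45 min room-temperature reaction, 5 min colour, 30 min stabiliser / Detection: colorimetric free-phosphate detection, absorbance 630 nm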
# DNMT1 inh = human DNMT1 methyltransferase inhibitors, primary screen, biochemical, molecular beacon, fluorescence, HinP1I cleavage, uHTS. DNA (cytosine-5)-methyltransferase 1 (Homo sapiens), P26358. inhibition (reported as % activation of signal), % at 10 µM. 360,000 tested, 0.83% active; in the data active = inhibition above about 50%
# NadD inh = inhibitors of S. aureus NadD, primary screen, biochemical, colorimetric, uHTS | Nicotinate-nucleotide adenylyltransferase NadD (Staphylococcus aureus N315) | purified NadD enzyme, colorimetric absorbance read-out | inhibition, % at 20 µM | 360,000 tested, 0.78% active; in the data active = inhibition above about 26%; also: some compounds past the cut are filed as inactive
# Rpn11 block = Rpn11 (PSMD14) deubiquitinase inhibitors, primary screen, biochemical, fluorescence polarization, uHTS. 26S proteasome non-ATPase regulatory subunit 14 (Homo sapiens), O00487. human 26S proteasome, Ub4-pepOG fluorescence polarization; 20S core pre-blocked with epoxomicin. calls only at 20 µM. 360,000 tested, 0.59% active. AID 588493, 2011;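 active = inhibition at 20 µM, scaled to each plate's controls, above about 33%, limit read from the data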
# LMPTP block = LMPTP phosphatase inhibitors, primary screen, biochemical, fluorescence intensity, uHTS. AID 651560, 2012. 360,000 tested, 0.22% active. recombinant LMPTP-A, OMFP fluorogenic substrate. inhibition, % at 20 µM. Low molecular weight phosphotyrosine protein phosphatase (Homo sapiens), P24666;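 active = compounds that cut the enzyme signal by at least half of the control window in the single-dose screen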;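 also: plate controls were DMSO wells with enzyme plus substrate for no effect and substrate without enzyme for full effect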
# Target sequence (P24666 whole entry, looked up): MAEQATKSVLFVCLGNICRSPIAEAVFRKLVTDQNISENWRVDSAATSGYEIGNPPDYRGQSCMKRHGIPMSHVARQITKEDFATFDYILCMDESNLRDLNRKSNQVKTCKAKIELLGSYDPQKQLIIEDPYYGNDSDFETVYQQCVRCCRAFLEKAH
#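 Test system – LMPTP-A phosphatase enzyme · Quantity – 0.625 nM LMPTP-A final · Reagent – OMFP substrate, 400 µM final · Dosing – one test concentration per compound, 20 µM, with 3% DMSO overall · Timing – 50 min enzyme reaction at room temperature, protected from light · Detection – fluorescence intensity · Controls – substrate-only low control, DMSO enzyme-plus-substrate high control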
# SUMO1-SIM PPI = modulators of SUMO1 protein-protein interactions, primary screen, biochemical, uHTS. SUMO1 binding to a labelled peptide, TR-FRET, 1 h. inhibition, % at 20 µM. 360,000 tested, 0.33% active. AID 602429, 2012; in the data active = inhibition above about 37%
# Target sequence (P63165 whole entry, looked up): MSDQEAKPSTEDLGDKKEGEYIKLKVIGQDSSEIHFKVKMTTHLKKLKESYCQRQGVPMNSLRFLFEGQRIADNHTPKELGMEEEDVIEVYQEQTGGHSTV
# CSN inh = inhibitors of CSN-mediated cullin deneddylation, primary screen, biochemical, fluorescence polarization, uHTS. AID 651999, 2013. COP9 signalosome complex subunit 5 (Homo sapiens), Q92905. 360,000 tested, 0.38% active. Purified CSN, SCF-Nedd8-OG deneddylation. inhibition, % at 12.5 µM;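 active = pattern-corrected inhibition above about 35%, with an unprinted fluorescence ratio check between 0.5 and 1.5, limit read from the data, passing the limit was not always enough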;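 also: 0% = enzyme with substrate and 100% = substrate without enzyme; some results filed as inactive read as strong as hits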
#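 test system = HEK293T-derived human Csn5 enzyme | amount = 0.24 nM Csn5 enzyme, final concentration | medium = Tris/NaCl/DTT buffer, pH 7.5 | schedule = 90 min reaction at room temperature | signal = FP | evaluation = inhibition of Csn5 cleavage, % | compound dosing = single dose of 12.5 µM compound with 0.25% DMSO | probe or stimulus = 10 nM SCFSkp2-Nedd8OG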
# STEP block = STEP phosphatase inhibitors, primary screen, biochemical, fluorescence intensity, uHTS. 360,000 tested, 0.25% active. inhibition, % at 20 µM. recombinant STEP, OMFP fluorogenic substrate. Tyrosine-protein phosphatase non-receptor type 5 (Homo sapiens), P54829;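 active = inhibition at 20 µM, scaled per plate between control wells, above about 37%, limit read from the data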;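 also: 0% = DMSO with enzyme and substrate and 100% = substrate only without enzyme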
# Target sequence (P54829 whole entry, looked up): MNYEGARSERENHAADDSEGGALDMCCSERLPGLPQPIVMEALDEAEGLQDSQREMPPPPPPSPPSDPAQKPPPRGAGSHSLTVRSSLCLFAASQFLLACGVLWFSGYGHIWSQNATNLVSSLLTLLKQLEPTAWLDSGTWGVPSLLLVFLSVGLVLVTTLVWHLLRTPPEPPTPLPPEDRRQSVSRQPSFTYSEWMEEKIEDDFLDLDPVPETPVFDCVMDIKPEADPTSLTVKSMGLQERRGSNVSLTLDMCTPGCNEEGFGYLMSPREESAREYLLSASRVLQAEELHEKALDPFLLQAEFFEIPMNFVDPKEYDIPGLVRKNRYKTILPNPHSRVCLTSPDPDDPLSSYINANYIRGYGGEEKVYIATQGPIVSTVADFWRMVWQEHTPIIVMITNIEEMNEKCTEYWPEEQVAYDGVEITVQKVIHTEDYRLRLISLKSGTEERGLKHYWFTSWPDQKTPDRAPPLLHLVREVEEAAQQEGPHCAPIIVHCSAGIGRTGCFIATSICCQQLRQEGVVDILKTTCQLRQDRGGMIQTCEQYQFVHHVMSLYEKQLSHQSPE
#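 Also added – OMFP at 25 µM · Test system – STEP tyrosine phosphatase · Technique – FITC-channel fluorescence of OMFP product · Schedule – 20 min at room temperature, dark · Evaluation – control-normalized % inhibition with plate pattern correction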
# Tb MetRS inh = T. brucei MetRS inhibitors, primary screen, biochemical, luminescence. methionyl-tRNA synthetase (Trypanosoma brucei brucei). purified T. brucei MetRS, ATP depletion, Kinase-Glo luminescence. inhibition, % at 11.9 µM. 360,000 tested, 0.4% active. AID 624268, 2012;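 active = inhibition above a per-plate cutoff of the control wells' mean inhibition plus 3 SD, cut at about 5.5% in these data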;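 also: 0% = DMSO wells median and 100% = median of wells with control inhibitor compound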
#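 Material – parasite MetRS enzyme · Medium – HEPES-MgCl2-KCl buffer plus DTT, spermine, BSA, pyrophosphatase · Reagent – ATP, methionine and E. coli bulk tRNA substrates · Times – 15 min enzyme-compound preincubation, 2 h reaction, 10 min detection, 25 °C · Measured by – luminescence of leftover ATP · Evaluation – percent inhibition relative to median high and low control wells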
# MsrA inhibitor = bovine MsrA enzyme inhibitors, primary screen, biochemical, absorbance, HTS; Methionine sulfoxide reductase A (Bos taurus); purified bovine MsrA, absorbance read-out; inhibition, % at 15.5 µM; 360,000 tested, 0.75% active; AID 651718, 2012; in the data active = inhibition above about 4.5%;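 also: 0% = vehicle wells with enzyme and 100% = reference inhibitor wells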
# The depositor's hits bear a star; i = inactive; . = no result given; + = active, no number; & = joins results of further samples.
item	SMILES	Scp-1 inhibitor	DNMT1 inh	NadD inh	Rpn11 block	LMPTP block	SUMO1-SIM PPI	CSN inh	STEP block	Tb MetRS inh	MsrA inhibitor
1	NS(=O)(=O)c1ccc(N2C(=O)CCCC2=O)cc1	.	3	-2	i	3.1	-1	5	-2	-0.3	0.1
2	Cn1c(=O)n(Cc2ccccc2)c2ccccc21	-3	4	6	i	-1.8	-1	3	1	-0.1	1.0
3	COc1cc(OC)c(NC2c3ccccc3C(=O)N2c2cc(C)ccn2)cc1Cl (centres undefined)	-4	-6	-1	i	0.4	3	-1	0	-0.8	0.7
4	C[C@H](CO)N1C[C@H](C)[C@@H](CN(C)C(=O)Nc2ccc3c(c2)OCO3)Oc2ccc(NS(=O)(=O)c3ccccc3)cc2C1=O	49	3	3	i	-0.4	4	0	2	-0.1	-0.4
5	Fc1ccc(-c2nnc(-c3ccc(F)cc3)o2)cc1	-8	0	-7	i	0.6	0	-3	1	1.6	-1.4
6	CC(C)C[C@H]1CN(CCCC[C@H]2CNC(=O)C(=O)N2CCc2ccccc2)C(=O)C(=O)N1CC1CCCCC1	.	.	-1	.	-0.8	4	-7	.	-0.9	-0.4
7	COCCCNCCCOc1ccc(Cl)cc1C(C)(C)C	0	1	-3	i	0.1	1	0	1	0.6	0.4
8	Cn1c(=O)c2cc(NC(=O)NCc3ccc(Cl)cc3Cl)ccc2n1Cc1ccccc1	.	0	4	i	0.6	20	3	3	-0.2	1.7
9	CCNC(=O)C1(C)CCN(C(=O)c2c(-c3ccccc3)noc2C)C1 (centres undefined)	.	0	3	i	-1.0	1	-2	0	-0.3	1.1
10	Cc1ccc(NC2CCCCC2NS(=O)(=O)c2ccc(Cl)cc2)cc1 (centres undefined)	1	-3	-3	i	0.9	-3	-3	-2	-0.6	-0.1
11	O=C1c2ccc(Oc3cccc([N+](=O)[O-])c3)cc2C(=O)N1c1ccccn1	-4	3	-1	i	0.0	-9	-8	1	-0.2	0.2
12	Nn1c(Cc2cccc3ccccc23)nnc1SCc1c(Cl)cccc1Cl	6	0	15	i	0.2	-1	-17	3	-0.7	-0.7
13	CCOC(=O)C1(CC2CCCCO2)CCN(C(=O)Nc2ccc(C(=O)OC)cc2)CC1 (centres undefined)	9	0	-1	i	0.6	3	3	-1	-1.2	2.4
14	CCOC(=O)N1CCN(Cc2ccccc2F)CC1	2	-1	-2	i	-1.6	1	2	0	-1.0	-0.2
15	Cc1ccccc1-n1nc(C)c2c(C(=O)NN)cc(-c3ccncc3)nc21	0	1	5	i	-1.8	28	3	-3	-0.9	-1.0
16	Cc1cc(C)c(S(=O)(=O)N2CCC(C(N)=O)CC2)cc1C	-5	1	1	i	-0.9	-1	4	0	0.2	-0.4
17	Cn1c(SCC(=O)NCC2CCCO2)ncc(C(=O)Nc2ccc(Cl)cc2)c1=O (centres undefined)	-9	-2	3	+	0.9	-96	8	3	-0.3	0.1
18	Cc1cccc(NS(=O)(=O)c2ccc3oc(=O)ccc3c2)c1C	8	-1	1	i	-1.5	-5	-1	-1	-0.6	-0.9
19	COc1cccc(-c2csc(N3CCN(C(=O)Nc4ccc(Cl)cc4)CC3)n2)c1	-1	-20	8	i	5.2	0	12	2	-0.5	0.3
20	CC(=O)Nc1ccc(S(=O)(=O)O)c(OC(C)=O)c1	2	4	-1	i	-0.1	0	-2	-1	-0.4	0.2
21	CN(C)CCCN(C(=O)c1cc2cc([N+](=O)[O-])ccc2s1)c1nc2cc3c(cc2s1)OCCO3	20	9	17	i	9.9	-71	4	4	-0.5	1.2
22	CCn1c(COc2ccc3c(c2)OCO3)nnc1SCC(=O)O	-7	1	6	i	-0.9	2	-2	3	-1.2	1.1
23	CC(=O)Nc1cccc(C(=O)NNC(=O)c2ccc(NS(=O)(=O)c3cccs3)cc2)c1	.	2	2	i	-1.1	-1	2	1	-0.2	-0.1
24	CCOc1ccc2nc(NC(=O)CSc3nnnn3C3CCCCC3)sc2c1	2	7	-2	i	2.6	-3	-1	1	-0.1	1.5
25	CN(C)C(=O)c1cc(C(=O)c2ccc(F)cc2C(F)(F)F)c[nH]1	-9	2	-3	i	-3.3	5	4	-1	-0.9	1.7
26	O=C(Nc1ccc(Br)cc1)C1CCN(C(=O)c2ccco2)CC1	3	0	-5	i	-1.0	0	-1	-1	-0.2	0.7
27	CCn1cc(CN2CCC(n3nccc3NC(=O)Cc3ccccc3)CC2)c(C)n1	-4	2	1	i	-0.6	-2	-1	-2	-0.1	1.3
28	CCOC(=O)c1cc(C#N)c(C)nc1N(CC)CC	0	2	-1	i	0.0	1	0	-2	-0.1	0.6
29	COc1ccc(C(C(=O)NC(C)(C)C)N(C(=O)Cn2nnc3ccccc32)c2cccc(C(C)=O)c2)cc1O (centres undefined)	-6	2	6	i	-0.5	-1	0	-2	-0.3	0.4
30	COc1cc(C(=O)OCCN2CCCCC2)ccc1O	-1	-2	-1	i	-1.3	-2	-8	-14	-0.6	0.4
31	COc1cc(S(=O)(=O)N2CCCCC2)ccc1NC(=O)c1ccncc1	-2	1	3	i	-0.1	1	3	-1	0.9	0.5
32	CCS(=O)(=O)Nc1cccc(C2=NN(C(C)=O)C(c3cccs3)C2)c1 (centres undefined)	-2	2	2	i	-0.8	-6	-1	7	-1.1	-0.3
33	O=C(/C=C1\NC2(CCCC2)Cc2ccccc21)C(=O)N/N=C/c1ccc(O)c(O)c1	37	-1	38*	i	4.6	-15	3	-1	-0.4	2.1
34	COc1cc(NC(=O)CN2c3cccc4cccc(c34)S2(=O)=O)cc(OC)c1OC	-5	-5	-2	i	-1.5	3	-4	-2	-0.4	-0.2
35	Cc1cc(Cl)cc(C)c1OCCNCc1ccccc1	-5	2	-7	i	-1.7	1	-1	11	1.3	-0.6
36	COc1ccccc1NC(=O)CNC(=O)Cn1cnc2sc(C)c(C)c2c1=O	-4	3	-3	i	-1.2	1	0	0	-0.6	-0.9
37	CC(C)(C)NC(=O)Cn1c(SCC(=O)NCc2cccs2)nc2ccccc21	-8	2	-6	i	-2.7	-1	2	-6	-0.3	-0.3
38	O=C(c1cccc([N+](=O)[O-])c1)N1CCCC(C(=O)N2CCCCCC2)C1 (centres undefined)	4	2	1	i	-1.1	-11	0	1	-0.9	-0.5
39	CCC(C)N(C(=O)Cn1nnc2ccccc21)C(C(=O)Nc1ccc(F)cc1)c1cccc(OC)c1 (centres undefined)	-5	-6	3	i	0.2	2	-3	-1	0.1	-0.5
40	CC1(C)CC(=O)C(C=Nc2ccc(C(=O)c3ccccc3)cc2N=CC2=C(O)CC(C)(C)CC2=O)=C(O)C1	-1	1	12	i	1.0	-17	-3	2	-0.7	3.3
41	FC(F)Oc1ccc(NC(=S)NCc2nc3ccccc3[nH]2)cc1	-7	0	-7	i	-0.2	3	-3	2	55*	1.1
42	CCN(c1ccc(NC(=O)COC(=O)/C=C/c2ccco2)cc1)C(C)C	2	-5	8	i	-0.9	-26	0	2	-0.4	1.2
43	CC(C)C(NC(=O)c1cccs1)C(=O)NC1CCCCC1 (centres undefined)	1	0	1	i	-0.7	4	2	-1	0.2	-0.7
44	CCCCNC(=O)N1CCN(c2ccccc2OC)CC1	2	0	-4	i	-1.3	4	0	-3	-0.6	1.0
45	COc1ccc(S(=O)(=O)N2CCCCCC2)cc1NC(=O)c1ccccc1F	-2	-7	-5	i	1.9	0	-1	0	0.3	-0.4
46	CCNC(=S)NCC	-6	0	-2	i	-0.9	-2	-1	3	-0.3	1.4
47	CCN(CC)C(=O)c1cccc(-c2csc(C(O)c3ccco3)n2)c1 (centres undefined)	.	-2	1	i	-2.2	-3	0	-1	0.1	0.8
48	COc1cc(-c2cnc3c(NC(C)=O)cc(-c4cccc(C(=O)NCCO)c4)cn23)cc(OC)c1OC	.	-4	9	i	0.7	-8	1	-1	-0.1	-0.5
49	Cc1cccc(NC(=S)NNC(=O)c2ccc(O)cc2O)c1C	-11	-2	-5	i	1.1	2	0	1	0.1	1.2
50	N#Cc1cccc(C(c2nnnn2C2CCCC2)N2CCCCCC2)c1 (centres undefined)	8	7	7	i	0.6	7	5	0	-1.1	-0.2
51	O=C(OC(C(=O)NCc1ccc(F)cc1)c1ccccc1)c1ccco1 (centres undefined)	-2	-1	-7	i	-1.2	8	0	0	-1.1	-1.7
52	COc1ccccc1C1CC(c2ccc(NS(C)(=O)=O)cc2)=NN1C(=O)c1ccccc1 (centres undefined)	-12	-5	5	i	0.1	-5	-1	-3	0.1	0.7
53	C/C(=N\NC(=O)C1COc2ccccc2O1)c1ccc(Cl)s1 (centres undefined)	-4	-1	-4	i	-1.2	-5	-5	3	-0.5	-0.3
54	CCOC(=O)C1=C(COC(=O)/C=C/c2ccccc2Cl)NC(=O)NC1C (centres undefined)	-5	-1	-6	i	1.5	-13	-6	-2	0.3	-0.5
55	CC(C)(C)n1nnnc1C(c1ccccc1)N1CCN(c2ncccc2C(F)(F)F)CC1 (centres undefined)	.	.	1&2	.	0.9&2.5	5&1	-6&-3	.	0.2&0.2	-1.2&-0.9
